ERAP1 HTS inh = human ERAP1 aminopeptidase inhibitors, primary screen, biochemical, single point, plate reader. inhibition, % at 10.7 µM. actives 0.15% (n = 340,000). Endoplasmic reticulum aminopeptidase 1 (Homo sapiens), Q9NZ08. AID 652197, 2013. recombinant ERAP1, Leu-AMC fluorescence, 60 min;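 active = mean replicate inhibition of at least 30%, or all replicates individually reaching that 30% level; inactive = mean below 30% and not every replicate reaching it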;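 note: 0% = neutral control wells and 100% = L-leucinethiol positive control wells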
F508del corr = F508del CFTR correction, initial screen, CFBE line, single point. CFBE cells, YFP halide quenching; stimulated with forskolin plus potentiator P3; % fluorescence drop versus neutral controls. activity (quench increase), % at 7.58 µM. actives 0.36% (n = 350,000). AID 720511, 2013;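 active = mean added fluorescence quench of at least 8% versus neutral control, with both replicates also reaching 8%; inconclusive = only one of the mean or replicate conditions met; inactive = mean below 8% and not both replicates reaching 8%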;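 note: cells transiently co-express mutant CFTR-F508del with the halide-sensitive YFP; corrector assay measuring rescue of mutant channel to the surface after 24 h compound exposure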
DENV2 CPE rescue = inhibitors of DENV2 cytopathic effect, primary screen, cell-based, plate reader, single concentration | DENV2-infected cells, cytopathic effect rescue | CPE inhibition, % at 9.99 µM | actives 1.7% (n = 350,000); in the data active = CPE inhibition above about 20%, passing the limit was not always enough; inconclusive = no clear call, values can overlap the other calls; tested in BHK-21 cells;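 note: 0% = median of neutral control wells and 100% = median of positive control wells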
SIRT5 block = SIRT5 desuccinylase inhibitors, primary screen, biochemical, fluorescence imaging, single point, set 5; NAD-dependent protein deacylase sirtuin-5, mitochondrial (Homo sapiens), Q9NXA8; Purified SirT5, succinyl-peptide AMC, trypsin-coupled fluorescence; inhibition, % at 15 µM; actives 1.1% (n = 330,000); in the data active = inhibition above about 15%; inconclusive = no clear call, values can overlap the other calls
Target sequence (Q9NXA8 whole entry, looked up): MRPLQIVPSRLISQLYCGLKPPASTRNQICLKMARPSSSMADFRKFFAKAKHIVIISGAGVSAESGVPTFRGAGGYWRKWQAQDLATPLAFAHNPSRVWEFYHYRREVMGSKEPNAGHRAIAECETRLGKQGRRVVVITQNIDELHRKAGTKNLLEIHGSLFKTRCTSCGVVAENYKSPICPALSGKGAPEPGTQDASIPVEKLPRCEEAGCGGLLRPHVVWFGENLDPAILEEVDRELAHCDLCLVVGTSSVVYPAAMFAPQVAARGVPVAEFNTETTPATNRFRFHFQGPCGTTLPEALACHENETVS
Casp6 inh = human caspase-6 inhibitors, primary screen, biochemical, VEID-R110 fluorescence, single point, set 2; P55212; purified caspase-6, Z-VEID-R110 cleavage fluorescence; inhibition, % at 12.5 µM; actives 0.53% (n = 350,000); AID 686996, 2013;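 active = mean inhibition across replicates at least about 35%, with every replicate also reaching that limit, limit read from the data; inconclusive = only one of the two criteria met; inactive = neither criterion met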;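 note: 0% = median of neutral control wells and 100% = no fluorescence left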
Target sequence (P55212 24-179 limits assumed): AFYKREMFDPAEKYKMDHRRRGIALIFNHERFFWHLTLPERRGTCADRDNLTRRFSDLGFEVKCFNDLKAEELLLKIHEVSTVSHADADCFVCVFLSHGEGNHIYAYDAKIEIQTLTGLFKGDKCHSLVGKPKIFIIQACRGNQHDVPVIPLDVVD
Target sequence (P55212 194-293 limits assumed): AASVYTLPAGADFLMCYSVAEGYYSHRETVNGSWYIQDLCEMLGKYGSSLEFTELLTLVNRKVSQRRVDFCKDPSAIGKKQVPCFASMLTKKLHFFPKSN
ERp5 inh = inhibitors of ERp5-driven insulin aggregation, primary screen, biochemical, turbidity, absorbance 650 nm, single point | AID 651711, 2012 | Protein disulfide-isomerase A6 (Homo sapiens), Q15084 | 90 min | inhibition, % at 9.99 µM | actives 0.05% (n = 350,000);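 active = mean replicate inhibition above about 25%, with every replicate also reaching it, limit read from the data, passing the limit was not always enough; inconclusive = only one of those two criteria met; inactive = neither criterion met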
Target sequence (Q15084 whole entry, looked up): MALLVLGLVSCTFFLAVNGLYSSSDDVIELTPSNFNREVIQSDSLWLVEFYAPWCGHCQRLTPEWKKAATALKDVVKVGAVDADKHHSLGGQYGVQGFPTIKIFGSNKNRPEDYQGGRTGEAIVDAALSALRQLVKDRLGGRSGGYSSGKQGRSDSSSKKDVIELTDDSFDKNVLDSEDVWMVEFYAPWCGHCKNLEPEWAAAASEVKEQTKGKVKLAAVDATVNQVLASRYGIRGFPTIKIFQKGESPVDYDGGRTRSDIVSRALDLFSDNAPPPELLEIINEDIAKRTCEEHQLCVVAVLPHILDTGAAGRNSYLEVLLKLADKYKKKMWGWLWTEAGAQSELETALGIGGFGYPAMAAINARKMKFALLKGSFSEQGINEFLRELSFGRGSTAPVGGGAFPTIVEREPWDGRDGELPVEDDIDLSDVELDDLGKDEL
miR122 inh = miR-122 Renilla sensor signal increase in Huh7, primary screen, miR-122 inhibitor project, cell-based, single point, plate reader. activation (reporter increase), % at 12.5 µM. Huh7 miR-122 Renilla luciferase sensor, 48 h; neutral wells = 0, positive control = 100. AID 602342, 2012. actives 0.3% (n = 340,000);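 active = mean replicate activation score at least 90 and every replicate individually at or above 90; inconclusive = only one of the two criteria met; inactive = neither criterion met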;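 note: higher luciferase means less miR-122 activity so hits act as miR-122 inhibitors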
* = called active by the depositor; ? = inconclusive; nt = not tested or not shown; & = joins results of further samples; [ ] = another dose, or the depositor's remark.

SMILES	ERAP1 HTS inh	F508del corr	DENV2 CPE rescue	SIRT5 block	Casp6 inh	ERp5 inh	miR122 inh
CCC(C)c1ccc(NC(=S)N2CCCC2)cc1 (stereo not given)	2.4	-1.7	-10.4	0.4	0.1	0.6	14.1
Cc1ccc(C(=O)N2CCC3(CC2)Oc2ccc(Cl)cc2C(=O)C32CC(c3ccccc3)=NO2)s1 (stereo not given)	1.5	-0.9	1.6	-3.7	-0.4	9.6	-4.4
Cc1noc(C)c1NC(=O)N(C)C[C@@H]1OCCCC[C@H](C)Oc2ccc(NC(=O)Nc3ccc(F)cc3)cc2C(=O)N([C@@H](C)CO)C[C@@H]1C	1.6	2.9	?	31.2*	0.2	3.8	-9.2[16.7 µM]
COc1ccccc1-c1cnc2c(c1)C(=O)N([C@@H](C)CO)C[C@H](C)[C@H](CN(C)Cc1cncnc1)O2	3.7	0.6	3.1	-0.8	0.0	-3.2	21.8[16.7 µM]
Cc1ccc(S(=O)(=O)N2CCC(=O)N(C(COCc3ccc(Cl)cc3)C(C)C)CC2)cc1 (stereo not given)	2.0	-0.7	5.6	3.4	0.3	-1.3	-10.0
CC(C)NC(=O)Nc1cccc2c1O[C@H](CN(C)Cc1ccncc1)[C@@H](C)CN([C@H](C)CO)C2=O	-1.2	0.6	-6.1	-0.8	-1.5	4.3	16.5[16.7 µM]
CN(CC(=O)Nc1cccc(F)c1)C(=O)c1ccc(NC2CC2)c([N+](=O)[O-])c1	0.1	-2.7	?	1.7	5.8	11.9	3.5
COc1ccc(N2C(=O)CC(NCC#N)C2=O)cc1 (stereo not given)	-1.8	-2.4	-3.9	4.5	2.4	-3.2	nt
COCCNC(=O)C[C@@H]1C=C[C@@H](NC(=O)NC2CCCC2)[C@H](CO)O1	4.1	0.8	-5.2	-1.3	-1.7	12.8	nt
CCS(=O)(=O)c1ccc(C(=O)NC)c(Cl)c1Cl	-0.4	3.0	1.9	0.4	-5.5	2.6	nt
Oc1ccccc1N=Cc1c(O)ccc2oc3c(c12)CCCC3	4.6	1.3	-0.5	-7.2	22.0	0.6	-1.6
C#CCOCCOCCOCCNc1nc(N2CCN(C(=O)Cn3cc(CC(C)O)nn3)CC2)nc(N2CCN(C(=O)[C@H](CCCCN)n3cc(CCC(=O)O)nn3)CC2)n1 (stereo not given in full)	-2.6	-0.3	10.1	-2.9	-0.1	-2.3	0.3
CO[C@H]1CN(C)C(=O)c2ccc(NS(C)(=O)=O)cc2OC[C@@H](C)N(Cc2cccnc2)C[C@@H]1C	4.5	1.7	9.9	0.2	-4.5	-5.6	-0.3[16.7 µM]
CC(C)(C)NC(=O)CN(C(=O)CCC(=O)Nc1nccs1)c1ccc2c(c1)OCCO2	0.1	-0.4	9.7	-3.9	-1.6	2.3	4.0
O=C(CCNC(=O)c1ccc(Br)cc1)NCc1ccccc1F	-0.3	3.2	2.5	0.8	-4.3	-0.7	nt
Cc1ccc(S(=O)(=O)Nc2ccc3c(c2)C(=O)N([C@@H](C)CO)C[C@H](C)[C@H](CN(C)S(=O)(=O)c2ccc(Cl)cc2)OCCCC[C@@H](C)O3)cc1	nt	?	-23.6	nt	nt	nt	9.5[16.7 µM]
CCCC#Cc1cnc2c(c1)C(=O)N([C@@H](C)CO)C[C@@H](C)[C@H](CN(C)S(C)(=O)=O)O2	-0.5	-0.8	11.4	0.4	-3.3	-1.3	4.3[16.7 µM]
CCCc1cc(=O)oc2cc(C)cc(OC(C)C(=O)NCC(O)c3ccccc3)c12 (stereo not given)	-6.3	-0.6	3.3	-8.0	-4.0	12.7	-1.7
Cc1noc(C)c1NC(=O)Nc1cccc2c1O[C@@H](CN(C)Cc1ccc(Cl)c(Cl)c1)[C@@H](C)CN([C@@H](C)CO)C2=O	0.5	1.1	-0.9	-2.7	-0.8	-4.6	70.1[16.7 µM]
CC(=O)c1ccc(S(=O)(=O)Nc2ccc(-n3cnnn3)cc2)cc1	3.2	-1.4	-4.8	-1.5	33.9	7.1	17.6
Cc1nnc(NC(=O)c2ccc(-c3ccc([N+](=O)[O-])cc3)o2)s1	-0.9	0.5	0.4	-7.9	2.1	-14.0	-1.3
CCOC(=O)c1ccccc1NC(=O)c1c(N)n(C)c(=O)[nH]c1=O	-1.7	0.0	-10.1	-3.9	1.9	-3.2	nt
CCOc1ccc(-c2nonc2NC(=O)c2ccco2)cc1	6.3	-1.4	6.4	-5.8	-7.6	2.0	-6.0
C[C@H]1CN([C@@H](C)CO)C(=O)CCCn2nncc2CO[C@H]1CN(C)C(=O)c1ccc(N2CCN(C)CC2)cc1	3.3&-1.9&7.3	-5.6&-0.8&1.7	8.8&3.9&4.3	-3.1&-2.4&-3.7	-3.8&-2.1&2.0	7.4&6.2&1.3	-6.6
CC1(C)CC(=O)C=C(c2cccc(O)c2)C1=O	0.8	-0.4	6.8	-3.1	0.6	0.7	-0.7
CCN1C(=O)C(CC(=O)NCCc2ccccc2)N(NC(=O)c2ccc(Br)cc2)C1=S (stereo not given)	-1.0	-2.9	-4.9	-3.9	2.8	1.9	nt
C[C@H](CO)N1C[C@H](C)[C@H](CN(C)Cc2cccc(C(F)(F)F)c2)Oc2ncc(-c3ccc(F)cc3)cc2C1=O	1.0	0.1	5.9	18.0*	1.4	8.6	nt
COc1ccc(C(=O)N2CCCC(c3cc(C(=O)Nc4ccccc4)no3)C2)cc1 (stereo not given)	6.8	-0.8	?	0.0	1.4	-2.1	-2.1
CCc1ccccc1NC(=O)c1cc(-c2ccc(F)cc2)on1	nt	-1.5	nt	9.0	-0.3	3.8	-1.1
COc1ccc(CC(=O)Nc2cccc(/C(C)=N/NC(=O)C3(C)CC3(Br)Br)c2)cc1 (stereo not given)	-0.2	0.9	19.3	-1.6	-3.2	-0.5	nt
CCN(CC)C(=O)COc1ccc(N(C)S(=O)(=O)c2ccc(NC(C)=O)cc2)cc1	nt	1.9	nt	-2.3	0.0	-1.8	1.5
O=C(C1CCC1)N1CC(=O)N2[C@H](C1)[C@@H](c1ccc(C#CCc3ccccc3)cc1)[C@@H]2CO	0.8	0.7	-5.8	8.0	-0.6	1.5	nt
O=C(C[C@H]1CC[C@H]2[C@@H](COC[C@H](O)CN2C(=O)Nc2ccc(F)cc2)O1)NCCc1ccncc1	0.7	0.3	-0.2	18.0*	0.6	-0.8	-10.7[16.7 µM]
CN(C)CCN1C(=O)C(=O)/C(=C(/O)c2ccc(S(=O)(=O)N3CCOCC3)cc2)C1c1ccc(F)cc1 (stereo not given)	2.9	-2.0	11.5	-2.4	-7.5	9.7	nt
C[C@H](CO)N1C[C@H](C)[C@@H](CN(C)CC2CCCCC2)Oc2ccc(NC(=O)CCCN(C)C)cc2CC1=O	1.6	3.2	0.7	-4.4	-4.2	-5.2	-1.1[16.7 µM]
COc1cccc(NC(=O)N(C)C[C@H]2Oc3cc(/C=C/c4ccccc4)ccc3S(=O)(=O)N([C@@H](C)CO)C[C@@H]2C)c1	1.2	4.1	5.7	-0.9	5.3	2.4	nt
Cn1c(SCc2ccc(Br)cc2)nnc1-c1ccccn1	2.6	-0.4	3.8	0.7	0.4	2.5	-13.8
CC(=O)c1ccc(N2CCN(CC(O)COC(c3ccccc3)c3ccccc3C)CC2)cc1 (stereo not given)	-4.0	0.2	-0.3	5.8	1.4	3.8	nt
Cc1nnc2c(NC3CCCC3)nc3ccccc3n12	0.4	-1.2	-2.9	-0.3	2.2	-0.5	nt
CCNC(=S)NNC(=O)c1nn(C)c(C)c1Cl	2.6	1.9	-1.7	-0.7	1.2	7.3	nt
Cc1ccc(NC(=O)C(=O)NCc2ccc(/C=N/NC(=O)c3c(C)nc4ccccn34)o2)cc1	-1.3	-0.7	nt	-3.8	2.7	1.0	2.0
CC(C)C(=O)N(c1ccc2oc(=O)sc2c1)S(=O)(=O)c1ccccc1	2.2	6.3	1.9	-2.5	5.6	1.6	-3.1
Cc1cc(C)cc(N(CCC#N)C(=O)COC(=O)CNC(=O)c2sc3ccccc3c2Cl)c1	2.2	-1.5	?	-0.8	4.0	-1.3	1.1
CCOc1cc(/C=C2\CCn3c2nc2cc(Cl)ccc2c3=O)ccc1O	4.0	2.0	-0.7	-2.4	1.2	0.2	3.3
COCCN(C(=O)c1ccc(OC2CCN(S(=O)(=O)N(C)C)CC2)cc1)C(C)C	14.3	0.7	6.9	-1.3	-2.1	0.7	-5.3
COC(=O)c1cccc(NC(=O)CCNC(=O)c2ccco2)c1	2.5	-1.3	-2.8	nt	1.4	-0.7	1.1
NS(=O)(=O)c1ccc(N2CCOCC2)c(C(=O)NCc2ccc3c(c2)OCO3)c1	-3.6	-2.5	-2.1	-0.5	0.0	-3.9	nt
CCOC(=O)N1CCN=C1SCc1ccc(C(F)(F)F)cc1	-0.3	2.4	5.5	nt	-2.5	-5.6	nt
Cc1cc(C(=O)Nc2ccccc2C)n(-c2ccccc2)n1	-2.7	-1.2	9.2	-10.3	1.5	2.8	2.4
COc1ccc(CNC(=O)CN(Cc2ccco2)C(=O)CNS(=O)(=O)c2ccccc2)cc1	-2.7	0.4	6.2	1.0	0.5	2.2	0.1
Cc1ccc(NS(=O)(=O)c2ccc(C)c(NC(=O)COc3ccc4ccccc4c3)c2)c(C)c1	-0.4	0.2	0.8	-1.3	-2.9	1.7	nt
O=S1(=O)CC(N2CCCCC2)CN1Cc1ccc(F)cc1 (stereo not given)	-1.1	-1.5	-4.4	-1.5	-4.7	-0.5	1.6
O=c1c(-c2cccs2)nc2ccccc2n1C(CCc1ccccc1)c1nc2ccccc2[nH]1 (stereo not given)	nt	3.3	-3.0	3.0	-0.1	3.2	nt
CCOc1ccc(NC(=S)N2CCCCCC2)cc1	-1.5	-0.6	8.1	1.0	0.6	-1.0	-0.8
COc1ccc(-n2ccnc2SCC(=O)NCc2ccc(F)cc2)c(OC)c1	2.8	-2.1	-2.2	-3.9	2.0	0.8	1.9
CN1C(=O)c2cc(NC(=O)C3CCOCC3)ccc2OC[C@@H]2O[C@@H](CC(=O)NCCc3ccncc3)CC[C@@H]21	-3.0	nt	1.9	6.6	-3.5	-3.9	nt
CC(C)[C@H](NC(=O)C1CCCC1)C(=O)N1CCC[C@H]1C(=O)NCc1ccccc1	0.0	-3.8	7.6	1.7	0.6	0.6	nt
COc1ccc(S(=O)(=O)N(C)C[C@@H]2Oc3ccc(NC(=O)c4ccncc4)cc3C(=O)N([C@H](C)CO)C[C@@H]2C)cc1	-0.9	0.3	-3.0	-2.6	-0.4	63.9*	20.6[16.7 µM]
O=C(NCc1nnc(SCC(=O)N2CCC(Cc3ccccc3)CC2)o1)c1ccccc1F	0.9	-1.3	4.8	0.6	-1.1	-0.2	nt
COc1ccc(CN(C)C[C@H]2Oc3ccc(NS(=O)(=O)c4c(C)noc4C)cc3C(=O)N([C@H](C)CO)C[C@@H]2C)cc1	0.6	-2.9	0.6	-1.7	-2.8	-9.4	-0.6[16.7 µM]
Cc1cccc(-n2c(=O)c3c(C)c(C)sc3n(CC(N)=O)c2=O)c1	-2.5	0.9	0.4	-5.0	3.3	11.6	-2.6

One compound at a time (already shown). Order of values: ERAP1 HTS inh, F508del corr, DENV2 CPE rescue, SIRT5 block, Casp6 inh, ERp5 inh, miR122 inh
Record of `Cc1cccc(-n2c(=O)c3c(C)c(C)sc3n(CC(N)=O)c2=O)c1` = -2.5, 0.9, 0.4, -5.0, 3.3, 11.6, -2.6
Record of `COc1ccc(CNC(=O)CN(Cc2ccco2)C(=O)CNS(=O)(=O)c2ccccc2)cc1` = -2.7, 0.4, 6.2, 1.0, 0.5, 2.2, 0.1
Record of `COc1ccc(S(=O)(=O)N(C)C[C@@H]2Oc3ccc(NC(=O)c4ccncc4)cc3C(=O)N([C@H](C)CO)C[C@@H]2C)cc1` = -0.9, 0.3, -3.0, -2.6, -0.4, 63.9*, 20.6[16.7 µM]

Bioassay records as filed in PubChem.
